Sm TGR inh: qHTS Assay for the Inhibitors of Schistosoma Mansoni Peroxiredoxins | Schistosoma mansoni thioredoxin glutathione reductase (TGR), Q962Y6 | purified TGR, DTNB reduction, TNB absorbance 405 nm | Potency, µM (doses to about 114 µM), for inactives: at the highest dose activity change, negative = inhibition, actives largely listed as inhibitors | actives 3% (n = 360,000); note: potency is the fitted concentration of half-maximal effect; nearly all actives have a fitted effect of over 60% in size
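First, TGR (20 nM dispensed) and NADPH were mixed with compound. Second, a 15 min room-temperature incubation followed. Third, further NADPH and then DTNB were added to start the reaction. Finally, TNB absorbance was monitored kinetically.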
HCV inhibitor: qHTS Assay for Inhibitors of Hepatitis C Virus (HCV); Huh7.5.1 HCVcc-Cre infection, luciferase reporter, 44 h; Potency, µM (highest dose often 41.8 µM), inactives show at the highest dose activity change, negative = inhibition, hits mostly inhibitors; actives 3.4% (n = 340,000); AID 651820, 2012; note: potency is the fitted concentration of half-maximal effect
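Whole-lifecycle infectious HCVcc-Cre system; cells 1,000/well, compound then virus (~0.5 moi) added 4 h after plating, 44 h culture. Luciferase read 15 sec following 15 min substrate incubation, room temp.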
AmpC inh detg: qHTS Inhibitors of AmpC Beta-Lactamase (assay with detergent). actives 0.041% (n = 370,000). AmpC hydrolysis of nitrocefin, absorbance 480 nm, 0.01% Triton. Potency, µM (series often up to 114 µM), for the others: at the highest dose activity change, negative = inhibition, usual class: inhibitors;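 note: potency is the fitted concentration of half-maximal effect; 0% = no-compound wells and -100% = no-enzyme wells; nearly all actives have a fitted effect of over 25% in size; some results filed as inactive show a strong effect at the top dose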
Target sequence (P00811 whole entry, looked up): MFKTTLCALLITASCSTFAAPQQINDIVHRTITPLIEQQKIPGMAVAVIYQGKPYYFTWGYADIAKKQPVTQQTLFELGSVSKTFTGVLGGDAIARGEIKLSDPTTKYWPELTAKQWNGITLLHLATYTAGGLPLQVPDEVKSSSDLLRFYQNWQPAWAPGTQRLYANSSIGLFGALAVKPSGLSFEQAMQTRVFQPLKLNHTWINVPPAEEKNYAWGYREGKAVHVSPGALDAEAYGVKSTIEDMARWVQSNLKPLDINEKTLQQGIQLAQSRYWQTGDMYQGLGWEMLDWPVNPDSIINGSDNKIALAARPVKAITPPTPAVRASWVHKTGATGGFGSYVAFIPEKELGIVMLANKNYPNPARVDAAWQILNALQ
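20 mM phosphate pH 7.0 + 0.01% (detergent screen) or 0.0001% Triton X-100; 5.3 nM AmpC reagent; cpd preinc 15 min RT; nitrocefin (800 uM stock) to start; A480 q20 s × 4 min; Activity was normalised to no-enzyme and no-compound control wells.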
AMA1 RON2 block: qHTS for Inhibitors of AMA1-RON; Towards Development of Antimalarial Drug Lead: Primary Screen; Plasmodium falciparum AMA1 (3D7) - RON2 peptide interaction; AlphaScreen AMA1-biotinylated RON2 peptide binding; Potency, µM (top dose mostly 58.2 µM), inactives show at the top dose activity change, negative = inhibition, usual class: inhibitors; actives 0.2% (n = 360,000); AID 720542, 2013;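 note: potency is the fitted concentration of half-maximal effect; 0% = vehicle wells and -100% = peptide control; nearly all actives have a fitted effect of over 45% in size; some results filed as inactive show a strong effect at the top dose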
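AMA1 (3D7) with his tag at 25 nM final met compounds first, then biotinylated RON2 peptide at 25 nM; detection used donor plus acceptor beads, 10 µg/mL apiece, read by AlphaScreen after 30 min at room temperature.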
FBPA Giardia inh: qHTS Assay for Inhibitors of Fructose-1,6-bisphosphate Aldolase from Giardia Lamblia. actives 0.71% (n = 290,000). Potency, µM (top dose mostly 59.6 µM), for inactives: top-dose activity, negative = inhibition, actives largely listed as inhibitors. purified Giardia FBPA. A8B2U2; note: potency is the fitted concentration of half-maximal effect; nearly all actives have a fitted effect of over 55% in size
Target sequence (A8B2U2 whole entry, looked up): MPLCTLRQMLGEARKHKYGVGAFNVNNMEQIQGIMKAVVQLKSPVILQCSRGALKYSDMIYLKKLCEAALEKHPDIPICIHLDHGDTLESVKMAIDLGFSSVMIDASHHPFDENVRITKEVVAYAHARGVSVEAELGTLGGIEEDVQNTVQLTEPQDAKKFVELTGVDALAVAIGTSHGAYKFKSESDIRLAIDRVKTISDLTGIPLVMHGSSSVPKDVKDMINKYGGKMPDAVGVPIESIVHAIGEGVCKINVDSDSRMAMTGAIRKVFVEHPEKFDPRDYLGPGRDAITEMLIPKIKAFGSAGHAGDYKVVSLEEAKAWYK
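40 nM FBPA preincubated 10 min at RT with compound (up to 57.5 uM final), then substrate plus GAPDH/TPI/NAD/arsenate coupling and diaphorase/resazurin added. Fluorescence read after 20 min at RT, 525/598 nm.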
HCMV inh: qHTS Assay for inhibitors of the human cytomegalovirus (HCMV); AID 1259415, 2018; actives 4.5% (n = 410,000); HFF cells, HCMV-luciferase reporter, 72 h; hits give low values; activity change, negative = inhibition, % at 57.5 µM; in the data active = activity change below about -60%; inconclusive = no clear call, values can overlap the other calls; inactive = above about -39%
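Steps: HFFs plated, 16 h 37C; compounds added; HCMV-luciferase added to MOI 1 PFU/cell; 72 h 37C; OneGlo reagent, 5 min room temperature; luminescence read, normalized to controls.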
* hit, by the source's call; ? = inconclusive; / = no result given; & = joins results of further samples; [ ] = remark or other dose. Unless noted, calls come from the whole dose curve; as a rule, active = well fitted curve in the direction sought with a large enough effect; inconclusive = small, poorly fitted or top-dose-only effect, or another doubt; inactive = no such curve, though single readings can be large; an effect the other way counts as inactive or inconclusive. Unless noted, % is set by controls: 0 for no effect and ±100 for the full control effect.

Fields – Sm TGR inh	HCV inhibitor	AmpC inh detg	AMA1 RON2 block	FBPA Giardia inh	HCMV inh
COc1cccc2cc(C(C)N(CCCN3CCOCC3)C(=S)Nc3ccc(C)cc3)oc12 (centres undefined)
  0%	-17%	16%	0%	-5%	-39
Clc1ccc(SCCn2ccnc2)cc1
  2%	17%	-15%	16%	-18%	-22
O=C(O)c1ccc(CS(=O)(=O)c2c(Cl)cccc2Cl)o1
  -1%	16%	4%	-5%	1%	-14
CCN(CC)CCNC(=O)Cn1nc(-c2ccc(C)cc2)ccc1=O
  7%	18%	0%	?	-1%	-1
c1ccc(-c2cc(NCCN3CCCCC3)c3ccccc3n2)cc1
  -5%	?	-1%	3%	-8%	-100*
Cc1ccc2nc(-c3ccc(NC(=O)C(C)Sc4nncs4)cc3)sc2c1 (centres undefined)
  /	?	/	3%	/	-24
C=CC12CN(C)[C@@H]3C4CO[C@H](C[C@H]41)[C@]1(C(=O)Nc4ccccc41)[C@@H]32 (some centres undefined)
  /	20%	/	7%	/	39
Cc1ccc(-n2cc(C(=O)Oc3ccc(F)cc3)c3ccccc3c2=O)cc1
  35µM*	/	-1%	/	/	-27
COc1ccc(C(=O)NCc2ccc3c(c2)CCN3C(=O)c2ccccc2)cc1
  3%	/	4%	/	/	1
CC(C)CC(NC(=O)C(NC(=O)C1CCC(=O)N1C(=O)OCc1ccccc1)C(C)C)C(=O)N1CCCC1C(N)=O (centres undefined)
  -9%	2%	?	-4%	4%	-30
CCCCc1ccc(NC(=O)CN2C(=O)NC(Cc3ccccc3)C2=O)cc1 (centres undefined)
  -9%	-11%	-15%	11%	/	-2
CCOc1nc(SCCOc2ccccc2)nc(N(C)C)n1
  -2%	11µM*	-8%	12%	3%	-4
Cc1cccc(NC(=O)C23CCC(C)(C2Br)C3(C)C)c1 (centres undefined)
  7%	14%	-10%	-4%	-1%	-33
CCCN(C(=O)c1cc(S(=O)(=O)N2CCN(CC)CC2)ccc1Cl)C1CCS(=O)(=O)C1 (centres undefined)
  /	13%	/	33%[activator][11.6 µM]	/	-23
O=C(CC1Sc2ccccc2NC1=O)OC(C(=O)NCCc1ccccc1)c1cccnc1 (centres undefined)
  -35%	-22%	3%	4%	6%	-6
COc1ccc(/C=N/NC(=O)c2ccn[nH]2)cc1COc1ccc(F)cc1
  13%	?	?	91%[activator]	4%	-20
Cc1ccc(-c2csc(-c3cc4c([nH]c3=O)CC(c3ccccc3)CC4=O)n2)cc1 (centres undefined)
  1%	/	10%	/	/	0
Cc1cccc(C)c1OC(=O)CCN1C(=O)C2C3C=CC(C4CC34)C2C1=O (centres undefined)
  -4%	15%	-2%	-8%	-5%	?
Cc1ccc(O)c(C2=Nc3ccccc3N=C(c3cccs3)C2)c1
  0%	-19%	?	17%	1%	?
CC1C(=O)N(Cc2ccc([N+](=O)[O-])cc2)c2ccccc2N1C(=O)c1c(F)cccc1F (centres undefined)
  5%	?	-5%	6%	6%	?

Continuation:
Fields – Sm TGR inh	HCV inhibitor	AmpC inh detg	AMA1 RON2 block	FBPA Giardia inh	HCMV inh
COc1ccccc1CNc1nc(-c2ccco2)nn1S(=O)(=O)c1ccc(Cl)cc1
  ?	/	13%	/	/	14
Cc1sc2ncnc(N/N=C/c3ccc(O)cc3)c2c1C
  -8%	11µM*	-4%	42%[activator]	-24%	-26
O=C(CN1C(=O)COc2ccc(S(=O)(=O)N3CCCCCC3)cc21)N1CCN(c2ccccc2)CC1
  1%	/	-3%	/	/	-16
COc1cccc2c(=S)c(CCC(C)=O)c(C)[nH]c12
  ?	-24%	-22%	-5%[11.6 µM]	?	-9
C[C@@]12C(=O)N(Cc3ccccc3)CC(=O)N1[C@H]1c3ccccc3OC[C@@H]1[C@@H]2c1ccccc1
  4%	?	3%	-2%	/	69
COc1ccccc1CNC(=O)c1ccoc1C
  -21%	-10%	-8%	8%	0%	-8
COCCOC(=O)c1c(C)n(C)c2ccc(OC(=O)c3cccs3)cc12
  8%	-2%	?	4%	-1%	14
O=C(Nc1ccccc1F)c1cc(Cl)sc1Cl
  10%	-13%	-12%	21%	20%	-7
CC(=O)c1ccc(Oc2cc(-c3ccccc3)nc(-c3ccccc3)n2)cc1
  -1%	?	-23%	27%	2%	-19
Cc1cccc(CS(=O)(=O)Cc2ccc(C(=O)NCc3ccc(Cl)cc3)o2)c1
  3%	/	4%	/	/	-16
COc1ccc2c(=O)c3c(=O)n(-c4ccccc4)c(-c4ccc(C)cc4)nc3oc2c1
  -1%	7%	-8%	4%	0%	10
O=C(CS(=O)(=O)c1ccc(F)cc1)NCCS(=O)(=O)c1ccccc1
  -4%	?	3%	1%	0%	6
Nc1nc(-c2ccccc2)cc(C(F)(F)F)n1
  4%	-11%	1%	11%	7%	5
O=C(NC(=S)N1CCN(c2ccc(O)cc2)CC1)c1ccco1
  /	-1%	/	65%[activator]	/	-34
COc1ccccc1C1=Nn2c(nc3sc(C(=O)Nc4ccccc4Cl)c(C)c3c2=O)SC1
  -8%	/	6%	/	/	?
COc1ccccc1-c1cc2nc(C)c(CCC(=O)Nc3cc(C)ccc3C)c(C)n2n1
  -5%	/	-9%	/	/	-5
OCCC1CN(Cc2cccn2-c2ncccn2)CCN1CCc1ccccc1 (centres undefined)
  -7%	-6%	3%	-11%	1%	44
CC(C)c1ccc(NC(=O)NC(C)c2ccc3c(c2)OCO3)cc1 (centres undefined)
  -11%	?	-2%	-19%	-7%	-17
Cc1ccc(NC(=O)c2nnn(-c3ccc4c(c3)OCCO4)c2N)cc1
  0%	?	-6%	-4%	-4%	?
COc1cc(NC(=O)C(C)Oc2ccccc2)ccc1NC(=O)COc1ccccc1 (centres undefined)
  -9%	?	1%	24%	/	-6

(more compounds)
Fields – Sm TGR inh	HCV inhibitor	AmpC inh detg	AMA1 RON2 block	FBPA Giardia inh	HCMV inh
Cc1ccc(S(C)(=O)=O)cc1S(=O)(=O)Nc1cccc(Cl)c1
  -8%	11%	?	-8%[2.32 µM]	-3%	34
Cc1ccc(Nc2nc(-c3ccc(O)c(O)c3)cs2)nc1
  5.6µM*	?	11%	7%	-26%	-7
CCCCC1CCC(C(=O)N(CC(C)C)c2c(N)n(Cc3ccccc3)c(=O)[nH]c2=O)CC1 (centres undefined)
  ?	9%	1%	7%	/	-15
Cc1ccc(-c2cc(C(=O)NCc3cnn(C)c3C)c3cc(Br)ccc3n2)cc1
  -5%&10%	?	17%&7%	-13%	-1%	60&-8
CC(C)CC(NC(=O)C(NC(=O)OC(C)(C)C)C(C)C)C(N)=O (centres undefined)
  0%	6%	-2%	8%	1%	-9
COc1cc2[nH]c(=O)n(CCCCCC(=O)N3CCN(c4ccccc4)CC3)c(=O)c2cc1OC
  -4%	?	2%	-26%	4%	38
CCN(CC(=O)NC(C)C)Cc1nc2c(Br)cc(Br)cc2c(=O)[nH]1
  -4%	-22%	-1%	86%[activator]	-8%	-25
Clc1ccc(Cn2cc(Br)cn2)cc1Cl
  5%	-23%	0%	16%	3%	28
COc1ccc(-c2nc3nc(C)c(Cc4ccccc4)c(=O)n3[nH]2)cc1
  0%	5%	-2%	3%	1%	23
CC1=NN(c2ccc(S(=O)(=O)O)cc2C)C(=O)C1
  /	12%	-8%	8%	-8%	-34
O=C1NN(c2cccc(Br)c2)C(=O)/C1=C\c1ccccc1
  50µM*	8%	1%	-3%	4%	-22
CN(Cc1ccccc1)c1ccc(C(CC(N)=O)NC(=O)Cc2cccc3ccccc23)cc1[N+](=O)[O-] (centres undefined)
  -17%	?	?	-10%	0%	-14
Clc1ccc2nc(COc3ccccc3)[nH]c2c1
  1%	5%	?	1%	-8%	23
CCCCNC(=S)NNC(=O)c1ccco1
  -18%	1%	-7%	137%[activator]	-15%	36
c1ccc(Cn2nnnc2-c2ccco2)cc1
  -7%	-4%	3%	12%	-3%	-7
Cc1cccc(N2CCN(c3ncnc4c3cnn4-c3ccc(Cl)cc3)CC2C)c1 (centres undefined)
  9%	/	12%	/	/	1
N#CC1=C(N)N(c2ccccc2)C(c2cccc([N+](=O)[O-])c2)C1(C#N)C#N (centres undefined)
  2%	17%	-8%	-10%	10%	?
Cc1cc(OCC(=O)N(Cc2ccc(N(C)C)cc2)CC2CCCO2)ccc1Cl (centres undefined)
  6%	/	16%	/	/	-20
COc1cc(Br)c(CC(=O)O)cc1OC
  4%	0%	1%	0%	3%	-11
O=C1CCCN1c1ccc(C(=O)N(Cc2nnc(-c3ccc(Cl)cc3)o2)C2CC2)cc1
  8%	17%	-11%	10%	/	7

Structures shown so far that contain a nitro group on carbon:
Fields – Sm TGR inh	HCV inhibitor	AmpC inh detg	AMA1 RON2 block	FBPA Giardia inh	HCMV inh
CC1C(=O)N(Cc2ccc([N+](=O)[O-])cc2)c2ccccc2N1C(=O)c1c(F)cccc1F (centres undefined)
  5%	?	-5%	6%	6%	?
CN(Cc1ccccc1)c1ccc(C(CC(N)=O)NC(=O)Cc2cccc3ccccc23)cc1[N+](=O)[O-] (centres undefined)
  -17%	?	?	-10%	0%	-14
N#CC1=C(N)N(c2ccccc2)C(c2cccc([N+](=O)[O-])c2)C1(C#N)C#N (centres undefined)
  2%	17%	-8%	-10%	10%	?

The results go on:
Fields – Sm TGR inh	HCV inhibitor	AmpC inh detg	AMA1 RON2 block	FBPA Giardia inh	HCMV inh
O=C(Nc1ccc(Cl)cc1)Nn1cnnc1
  2%	12%	-14%	-3%	-6%	19
O=C(CSC1c2ccccc2-c2ccccc21)N/N=C/c1ccccc1O
  -7%	?	?	22%	-25%	-96*
CN(CC(=O)Nc1ccc(Cl)cc1)C(=O)COc1ncnc2ccccc12
  -3%	7%	-6%	1%	/	42
COc1ccc(C2=NS(=O)(=O)N(C)C(C(=O)N3CCOCC3)=C2)cc1OC
  -15%	6%	-5%	15%	7%	-34
O=C(Nc1c(-c2ccccc2)nc2ccc(Cl)cn12)c1cccs1
  -9%	0%	?	-11%	-5%	?
CCCC1S/C(=N/N=C/c2ccc(C)cc2)N(Cc2ccc(OC)cc2)C1=O (centres undefined)
  16%	7%	2%	-4%	-6%	-9
CN(Cc1cccs1)C(=O)COc1cccc(-n2cnnn2)c1
  2%	-10%	3%	-2%	11%	-12
O=C1CCC(=O)c2oc3ccccc3c2N1
  -1%	18%	?	45%[activator]	-1%	-21
CC(C)(C)c1ccccc1NC(=O)Cn1cnc2cc([N+](=O)[O-])ccc2c1=O
  -5%	?	?	-15%	-6%	25
CC(C)c1ccc(N2C(=O)CSC23C(=O)N(Cc2ccccc2F)c2ccccc23)cc1 (centres undefined)
  0%	/	19%	/	/	-3
CCCN1C(=O)C2(c3ccccc31)c1c(oc3ccccc3c1=O)C(=O)N2CCO (centres undefined)
  -2%	/	-6%	/	/	0
Cc1ccc(NC(=O)CCN2CCC(C)CC2)cc1
  -23%	-3%	1%	8%	-24%	11

From PubChem
